From PubChem
rTrxR1 inhibitor = rat TrxR1 inhibition. AID 588453. 1% of 390,000 active. Potency, µM (doses to about 114 µM), for inactives: at the highest dose activity change, negative = inhibition, most hits filed as inhibitors. O89049. recombinant rTrxR1, NADPH fluorescence consumption, selenite substrate; also: % is scaled to controls: 0 for no effect and ±100 for the full control effect; nearly all actives have a fitted effect of over 65% in size
Target sequence (O89049 whole entry, looked up): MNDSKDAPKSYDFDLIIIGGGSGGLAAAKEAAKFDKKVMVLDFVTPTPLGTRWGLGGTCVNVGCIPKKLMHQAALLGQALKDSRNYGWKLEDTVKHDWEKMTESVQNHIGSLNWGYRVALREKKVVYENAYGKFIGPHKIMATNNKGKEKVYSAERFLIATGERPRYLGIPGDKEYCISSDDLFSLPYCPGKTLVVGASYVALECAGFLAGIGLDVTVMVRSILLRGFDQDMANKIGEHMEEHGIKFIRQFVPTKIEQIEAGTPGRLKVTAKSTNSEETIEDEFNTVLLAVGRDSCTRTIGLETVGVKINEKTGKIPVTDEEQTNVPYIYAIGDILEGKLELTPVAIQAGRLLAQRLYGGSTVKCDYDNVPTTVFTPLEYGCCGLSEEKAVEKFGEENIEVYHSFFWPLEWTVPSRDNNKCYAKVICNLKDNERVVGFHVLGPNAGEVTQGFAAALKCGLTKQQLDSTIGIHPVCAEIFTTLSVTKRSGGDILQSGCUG
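Rat TrxR1 (90 nM in the dispensed reagent) was pre-reduced with 400 uM NADPH for 5 min at room temperature, then incubated with compound for 15 min. After 400 uM selenite was added, NADPH fluorescence (Ex 340/Em 450 nm) was followed for 8 min.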
USP1-UAF1 inh = inhibitors of human USP1/UAF1 deubiquitinase. O94782. recombinant USP1/UAF1, Ub-Rhodamine cleavage fluorescence. Potency, µM (titrated, usually from 57.1 µM), without a hit: at the highest dose activity change, negative = inhibition, actives largely listed as inhibitors. 0.23% of 390,000 active; also: % is scaled to controls: 0 for no effect and ±100 for the full control effect; nearly all actives have a fitted effect of over 60% in size; inactives centre near -12
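USP1/UAF1 complex (1 nM) preincubated 15 min at room temperature with compound, then Ub-Rho substrate (150 nM final) added. Kinetic fluorescence at 480/540 nm over 6 reads at 60 s intervals; 50 mM HEPES pH 7.8, 0.5 mM EDTA, 0.1 mg/ml BSA, 1 mM TCEP, 0.01% Tween-20.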
TrxR1 substrate = rat thioredoxin reductase 1 substrate activity | O89049 | purified TrxR1 substrate turnover, NADPH consumption readout | Potency, µM (highest dose often 114 µM), for the others: at the top dose activity change, negative = substrate turnover | 0.01% of 390,000 active; also: % is scaled to controls: 0 for no effect and ±100 for the full control effect; nearly all actives have a fitted effect of over 50% in size
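Rat TrxR1, dispensed at 90 nM, was prereduced with 400 uM NADPH (final) for 5 min at ~22 deg C, then incubated with compound 15 min before 400 uM selenite. A first-read NADPH fluorescence drop versus no-compound background flagged substrates.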
Vif-APOBEC3G blk = inhibitors of Vif-APOBEC3G interaction; HeLa A3G-eYFP + Vif (tagged APOBEC3G with the HIV-1 protein that degrades it), YFP fluorescence, overnight; 0.076% of 410,000 active; Potency, µM (titrated, usually from 46.1 µM), without a hit: at the highest dose activity, negative = active, most hits filed as inhibitors; Q9HC16;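 also: % is scaled to controls: 0 for no effect and ±100 for the full control effect; nearly all actives have a fitted effect of over 60% in size; hits raise eYFP signal because A3G escapes Vif-driven loss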
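HeLa cells stably expressing Vif and C-terminally eYFP-tagged A3G, seeded overnight at 37 deg C, then exposed to compound by pintool overnight at 37 deg C. Rise in yellow fluorescence (Ex 488/Em 500-530, Acumen) marks blocked Vif-driven A3G degradation.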
Vif-A3F inh = Vif-A3F binding inhibition | AID 602313 | HeLa A3F-eYFP + Vif (tagged APOBEC3F with the HIV-1 protein that degrades it), YFP fluorescence increase | Potency, µM (series often up to 46.1 µM), for the others: at the top dose activity, negative = active | 0.2% of 390,000 active; also: % of control where 0% means no effect; nearly all actives have a fitted effect of over 65% in size
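Fluorescence increase (Ex 488/Em 500-530) after overnight compound treatment at 37 deg C flags inhibition of Vif-driven A3F-eYFP loss in stable HeLa A3F-eYFP/Vif cells seeded overnight beforehand.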
RXFP1 agonist = activates the human relaxin receptor RXFP1 | Q9HBX9 | HEK293T-RXFP1 cAMP TR-FRET, 30 min; response scale: percent of porcine relaxin response, buffer zero | Potency, µM (series often up to 57.5 µM), for the others: at the highest dose activation, usual class: activators | 0.3% of 370,000 active | AID 2676; also: % is scaled to controls: 0 for no effect and ±100 for the full control effect; nearly all actives have a fitted effect of over 60% in size; many of its hits are not listed in these tables
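HEK293 cells stably expressing RXFP1, treated 30 min at 37C with compounds plus PDE4 inhibitor Ro 20174; cAMP measured by HTRF TR-FRET. Normalized to buffer and 29 nM porcine relaxin; EC50 by Hill fit.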
mIDH1 inhibitor = blocks human mutant IDH1 R132H enzyme. O75874. IDH1-R132H enzyme, NADPH consumption, diaphorase/resazurin fluorescence. Potency, µM (titrated, usually from 76.6 µM), for the others: top-dose activity change, negative = inhibition, usual class: inhibitors. 0.093% of 390,000 active; also: % is scaled to controls: 0 for no effect and ±100 for the full control effect; nearly all actives have a fitted effect of over 65% in size
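IDH1-R132H (0.5 ug/mL dispensed) in pH 7.5 Tris buffer was preincubated 30 min with compound, then given a substrate mix of 0.016 mM NADPH and 2 mM alpha-KG for 80 min at room temperature; remaining NADPH was read by diaphorase/resazurin fluorescence.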
RGS4 inh = human RGS4 inhibition | P49798 | Transcreener GDP fluorescence polarization, RGS4-accelerated GTP hydrolysis | Potency, µM (top dose mostly 114 µM), without a hit: at the top dose activity change, negative = inhibition, actives largely listed as inhibitors | 0.039% of 390,000 active; also: % is scaled to controls: 0 for no effect and ±100 for the full control effect; nearly all actives have a fitted effect of over 75% in size; some results filed as inactive show a strong effect at the top dose
Target sequence (P49798 whole entry, looked up): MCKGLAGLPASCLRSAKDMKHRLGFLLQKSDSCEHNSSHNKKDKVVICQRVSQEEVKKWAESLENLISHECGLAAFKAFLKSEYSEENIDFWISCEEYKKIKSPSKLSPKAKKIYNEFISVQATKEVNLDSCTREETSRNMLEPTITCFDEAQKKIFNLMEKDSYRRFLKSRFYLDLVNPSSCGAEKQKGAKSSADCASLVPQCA
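MLSMR compounds (23 nl, pin-transferred) preincubated 10 min at room temperature with a 500nM (2x) first reagent, then RGS4 at 900nM (2x) plus Transcreener GDP mix added; fluorescence polarization (620/688 nm) read before and after 90 min at 30 °C.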
12-LOX inh = inhibitors of human 12S-lipoxygenase ALOX12 | 1.1% of 580,000 active | AID 1671190 | purified 12hLO, xylenol orange hydroperoxide absorbance | Potency, µM (highest dose often 108 µM), for inactives: at the top dose activity change, negative = inhibition, usual class: inhibitors; also: % is scaled to controls: 0 for no effect and ±100 for the full control effect
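Hydroperoxide product was detected by ferrous iron/xylenol orange as the 573 to 405 nm absorbance ratio. Arachidonic acid at 40 uM (final) was turned over for 30 min at room temperature by 150 nM human 12hLO, pH 7.0 Hepes buffer, after 15 min compound preincubation.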
* hit, by the source's call; ? = inconclusive; . = not tested or not shown; & = joins results of further samples; [ ] = another dose, or the depositor's remark. Calls follow the shape of the dose curve; as a rule, active = well fitted curve in the direction sought with a large enough effect; inconclusive = small, poorly fitted or top-dose-only effect, or another doubt; inactive = no such curve, though single readings can be large; an effect the other way counts as inactive or inconclusive. Potency is read from the fitted curve at half-maximal effect.

Results follow in this order: rTrxR1 inhibitor, USP1-UAF1 inh, TrxR1 substrate, Vif-APOBEC3G blk, Vif-A3F inh, RXFP1 agonist, mIDH1 inhibitor, RGS4 inh, 12-LOX inh
Cc1ccc(Cl)cc1N1CCN(C(=O)COCc2cc(-c3ccc4c(c3)OCO4)on2)CC1
    20%, -15%, 0%, 1%, -1%, 0.1%, -7%, 6%, 5%&7%
C=CCNC(=O)CC(=O)N/N=C/c1ccccc1F
    11%, 1%, 2%, 2%, -1%, 1.3%, -4%, -6%, 15%
COc1ccccc1C(CNC(=O)c1ccc(NS(=O)(=O)c2ccc3c(c2)OCCO3)cc1)N(C)C (configuration not stated)
    4%, -2%, -6%, 0%, 3%, 1.9%, -2%, -10%, -28%
Cn1cc(S(=O)(=O)N2CCCCCC2)cc1C(=O)N1CCN(c2cccc(C(F)(F)F)c2)CC1
    11%[57.1 µM], -30%, -1%[57.1 µM], 0%, 4%, 3.6%, -4%, -7%, -10%
COc1ccc(C(=O)n2nc(-c3ccc(Cl)cc3)nc2NCc2ccco2)cc1
    -6%, -7%, -8%, -10%, -8%, 2.2%, -13%, 10%, 0%
COCCNC(=O)c1ccc(S(=O)(=O)c2ccc(Cl)cc2)c(NC(C)=O)c1
    36%, -14%, 5%, 2%, -9%, -0.1%, 2%, 21%, -20%
CCOc1ccc(C(C)NC(=O)c2cccs2)cc1OCC (configuration not stated)
    12%, -5%, 4%, 5%, -1%, ., -4%, -5%, ?
Cc1cccc(N(Cc2ccccc2)C(=O)c2ccc(F)c(S(=O)(=O)N3CCOCC3)c2)c1
    7%, -21%, -6%, 3%, 9%, 0.2%, -1%, 7%, -11%
COc1ccc(C(CNC(=O)c2ccc(S(=O)(=O)N(C)C)cc2)N2CCCCC2)cc1 (configuration not stated)
    3%[57.1 µM], -18%, -3%, 1%, 0%, 1.0%, 1%, 2%, 2%
O=C1NC2(CCCCCC2)C(=O)N1CCS(=O)(=O)Oc1ccccc1
    4%[57.1 µM], -26%, -2%[57.1 µM], 3%, -10%, 1.2%, 2%, -12%, 12%
COc1ccc(-c2ocnc2C(=O)Nc2ccc3c(c2)CCC3)cc1
    -7%, -12%, 5%, -1%, -6%, 3.9%, 3%, -9%, -1%
COCCCn1nnnc1SCC(=O)Nc1nc(C)c(C)s1
    10%[57.1 µM], -22%, 1%[57.1 µM], 0%, 2%, 1.6%, 2%, 12%, -4%
CCc1nc(SC)[nH]c(=O)c1C
    11%, -11%, 5%, -4%, -1%, -2.1%, 7%, 13%, 0%
CCOc1ccc(S(=O)(=O)NCCC(=O)N(C)CC(=O)Nc2ccc(OC)cc2)cc1
    7%, -4%, 4%, 2%, 3%, 1.7%, 1%, -6%, 11%&5%
Clc1cccc(-c2nc(NCCCN3CCOCC3)c3ccccc3n2)c1
    7%, -7%, -3%, -24%, -2%, 3.4%, -5%, 9%, ?
COc1ccc(S(=O)(=O)N(CC(=O)NCC2CCCO2)c2ccccc2)cc1OC (configuration not stated)
    11%, -11%, 1%, 3%, -21%, 3.8%, 11%, -22%, 0%[57.4 µM]
CCOC(=O)/C=C/C(=O)Nc1ccc(S(=O)(=O)Nc2cc(C)on2)cc1
    -27%, -23%, -6%, 2%, -2%, 1.8%, 0%, 2%, -11%
Clc1ccc(OCCOCCN2CCCCC2)c(Br)c1
    -16%, -5%, -8%, 0%, -12%, 1.4%, 0%, 22%, ?
CC(C)c1cnc2c(c1SCc1ccc([N+](=O)[O-])cc1)c(=O)n(C)c(=O)n2C
    8%[57.1 µM], -7%, 4%[57.1 µM], 6%, 1%, 7.5%, 19%, -13%, 0%
N#Cc1nc(-c2cccs2)oc1NCc1ccccc1
    51%, -23%, 192%[activator][57.1 µM], -8%, -1%, 7.5%, 3%, 1%, -15%
CCn1c(=O)cc(OCC(=O)N2CCN(c3cccc(C(F)(F)F)c3)CC2)c2ccccc21
    1%, -15%, -7%, -8%, 1%, 4.2%, 4%, 9%, 0%
COc1ccc2oc(C)c(NC(C)=O)c2c1
    -7%, -7%, -11%, 0%, -6%, -0.2%, 1%, 8%, -12%
CC(C)[C@@H]1CC[C@@H](C)C[C@H]1OC(=O)C[n+]1cc(-c2ccc(Cl)cc2)n2c1CCCCC2
    10%[57.1 µM], ?, 1%[57.1 µM], -1%, -16%, -0.5%, -12%, -5%, ?
Cc1ccc2oc(=O)c3cnn(CC(=O)NC4CCC(C)CC4)c3c2c1 (configuration not stated)
    10%[57.1 µM], -13%, 1%[57.1 µM], 0%, 1%, 0.1%, 14%, -7%, 21%
CC(C)(C)NC(=O)C(c1ccncc1)N(C(=O)c1csnn1)C1CC1 (configuration not stated)
    -20%, -7%, 0%, 1%, ., 0.8%, 1%, -20%, -26%
COc1cccc2c1OC1(C)CC2NC(=O)N1 (configuration not stated)
    18%, 0%, -3%, 0%, 1%, 0.7%, -1%, 29%, 4%
CCn1c(SCC(=O)N2CCCC(C)C2)nnc1-c1ccc(S(=O)(=O)N2CCN(C)CC2)cc1 (configuration not stated)
    -17%, -11%, 15%, -3%, 5%, 1.2%, 0%, -2%, ?
C=CCSc1nnc(-c2ccc([N+](=O)[O-])cc2)o1
    11%, 1%, -2%, -1%, -1%, 2.4%, 3%, 26%, -4%
CC(C)(CO)CNC(=O)CCc1nnc(Cc2ccc(-c3ccccc3)cc2)o1
    7%[57.1 µM], -9%, 1%[57.1 µM], 0%, -1%, 0.2%, 2%, 0%, -8%
O=C(O)COc1ccc(NC(=O)c2ccc3c(c2)C(=O)N(CC2CCCO2)C3=O)cc1 (configuration not stated)
    ., -30%, ., 0%, 1%, ., -4%, ., -3%
O=c1cc2c(nn1Cc1ccc(Cl)cc1)-c1ccccc1CC2
    -9%[57.1 µM], -7%, -6%, -5%, -8%, 11%, -2%, 26%, 0%
O=C(/C=C/c1ccccc1)N1CCN(S(=O)(=O)c2ccc(F)cc2)CC1
    19%[57.1 µM], -14%, 6%[57.1 µM], 0%, 6%, -0.4%, 7%, -8%, -11%
COc1ccc(-c2cc(C(=O)N3CC4(C)CC3CC(C)(C)C4)no2)cc1 (configuration not stated)
    -25%, -19%, -6%, 3%, -16%, -0.1%, 9%, -33%, 5%
O=C(C1CCC(CNS(=O)(=O)c2cccs2)CC1)N1CCCCC1 (configuration not stated)
    17%[57.1 µM], -15%, 6%, -1%, -1%, 0.3%, 8%, -34%, ?
CCC(=O)N1CCc2cc(CNC(=O)Nc3cc(Cl)ccc3C(=O)OC)ccc21
    36%[57.1 µM], -28%, 3%[57.1 µM], -6%, -15%, -5.2%, 4%, 19%, -27%
COc1ccccc1N1CC(C(=O)OCC(=O)Nc2c(C)cccc2C)CC1=O (configuration not stated)
    -2%, -5%, -5%, 0%, 6%, 2.0%, 2%, -26%, 10%
CC1(c2ccc(OC(F)F)cc2)NC(=O)N(CC(=O)NCCC2=CCCCC2)C1=O (configuration not stated)
    4%, -13%, -2%, -3%, -2%, -0.2%, 14%, -11%, ?
COc1ccccc1C=NN=C(NN=Cc1ccccc1OC)NN=Cc1ccccc1OC
    -19%[11.4 µM], -19%, 7%[57.1 µM], -4%, 11%, ., 15%, -22%, ?
COc1ccc(C(=O)N(Cc2ccco2)C(C(=O)NC2CCCC2)c2ccc(O)cc2)cc1OC (configuration not stated)
    4%, 9%, 5%[57.1 µM], -1%, 0%, 2.5%, -2%, -1%, -1%
COc1ccc(CC(=O)N2CCCC(CNC(=O)c3ccccc3Cl)C2)cc1 (configuration not stated)
    15%, -18%, 3%, -2%, -1%, -0.8%, 1%, 10%, 0%
COc1cc(C)c(S(=O)(=O)N2CCCC2)cc1C(C)C
    13%[11.4 µM], 0%, 5%[11.4 µM], 0%, 1%, 2.5%, 13%, -2%, 3%
Cc1cc(C)n(-c2n[nH]c(=O)c3ccccc23)n1
    23%[57.1 µM], -17%, 10%[57.1 µM], 0%, 1%, 3.3%, 6%, -6%[56.9 µM], 0%
COc1ccc(-n2nc(C(=O)NCC(=O)N3CCN(c4ccccc4)CC3)c3ccccc3c2=O)c(OC)c1
    11%, -5%, 0%, -3%, 4%, -2.3%, 3%, 10%, -11%
Cc1ccccc1NC(=O)NCC1CCN(C(=O)OC(C)(C)C)CC1
    10%[57.1 µM], -2%, 1%[57.1 µM], 2%, -6%, 0.9%, 2%, -49%, 2%
NNC(=O)CC12CC3CC(C1)CC(n1ncnn1)(C3)C2
    14%, -14%, 9%, 0%, -7%, 1.3%, 0%, -2%, -20%

Not all compounds are listed; count on the stated rates, not on these rows.
